# High-throughput results from PubChem.
# RXFP1 antagonist – qHTS Assay for Antagonists of the Relaxin Receptor RXFP1; activity change, negative = inhibition, % at 57.5 µM; AID 1259400, 2018; HEK293-RXFP1, relaxin-stimulated cAMP HTRF, 30 min; active compounds read low; hit rate 0.59% among 350,000; Relaxin receptor 1 (Homo sapiens), Q9HBX9;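 active = activity change of -60% or lower, but not beyond a set lower limit; inconclusive = change between -60% and -40%, or beyond the set limit; inactive = change above -40%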; also: % is scaled to controls: 0 for no effect and ±100 for the full control effect
# Vif-A3F inh – qHTS for Inhibitors of Vif-A3F Interactions: qHTS; HeLa A3F-eYFP + Vif (tagged APOBEC3F with the HIV-1 protein that degrades it), YFP fluorescence increase; Potency, µM (series often up to 46.1 µM), without a hit: at the highest dose activity, negative = active; hit rate 0.2% among 390,000; AID 602313, 2012; also: potency is read from the fitted curve at half-maximal effect; % of control where 0% means no effect; nearly all actives have a fitted effect of over 65% in size
#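 Fluorescence increase (Ex 488/Em 500-530) after overnight compound treatment at 37 deg C flags inhibition of Vif-driven A3F-eYFP loss in stable HeLa A3F-eYFP/Vif cells seeded overnight beforehand.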
# Glioma ERSR ind – qHTS for Inducers of the Endoplasmic Reticulum Stress Response (ERSR) in Human Glioma: qHTS; U87-MG GRP78 promoter luciferase reporter, 16 h; Potency, µM, for the others: at the highest dose activation, hits mostly activators; hit rate 0.02% among 420,000; also: potency is read from the fitted curve at half-maximal effect; series mostly up to about 76 µM; % of control where 0% means no effect; nearly all actives have a fitted effect of over 35% in size
#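 Stably transfected U87-MG human glioma cells carrying a GRP78-based luminescent sensor were seeded at 1000 cells/well, pin-dosed with compounds and incubated 16 h. Luciferase reagent was then added, and end-point luminescence was read after 10 min at room temperature.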
# RXFP1 ag – qHTS Assay for Agonists of the Relaxin Receptor RXFP1; HEK293T-RXFP1 cAMP TR-FRET, 30 min; response scale: percent of porcine relaxin response, buffer zero; Potency, µM (series often up to 57.5 µM), for inactives: top-dose activation, hits mostly activators; hit rate 0.3% among 370,000; also: potency is read from the fitted curve at half-maximal effect; % is scaled to controls: 0 for no effect and ±100 for the full control effect; nearly all actives have a fitted effect of over 60% in size; many of its hits are not listed in these tables
#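 HEK293 cells stably expressing RXFP1, treated 30 min at 37C with compounds plus PDE4 inhibitor Ro 20174; cAMP measured by HTRF TR-FRET. Normalized to buffer and 29 nM porcine relaxin; EC50 by Hill fit.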
# Vif-A3G inh – qHTS for Inhibitors of Vif-A3G Interactions: qHTS | DNA dC->dU-editing enzyme APOBEC-3G (Homo sapiens), Q9HC16 | HeLa A3G-eYFP + Vif (tagged APOBEC3G with the HIV-1 protein that degrades it), YFP fluorescence, overnight | Potency, µM (titrated, usually from 46.1 µM), without a hit: at the highest dose activity, negative = active, actives largely listed as inhibitors | hit rate 0.076% among 410,000;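 also: potency is read from the fitted curve at half-maximal effect; % is scaled to controls: 0 for no effect and ±100 for the full control effect; nearly all actives have a fitted effect of over 60% in size; hits raise eYFP signal because A3G escapes Vif-driven loss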
# Target sequence (Q9HC16 whole entry, looked up): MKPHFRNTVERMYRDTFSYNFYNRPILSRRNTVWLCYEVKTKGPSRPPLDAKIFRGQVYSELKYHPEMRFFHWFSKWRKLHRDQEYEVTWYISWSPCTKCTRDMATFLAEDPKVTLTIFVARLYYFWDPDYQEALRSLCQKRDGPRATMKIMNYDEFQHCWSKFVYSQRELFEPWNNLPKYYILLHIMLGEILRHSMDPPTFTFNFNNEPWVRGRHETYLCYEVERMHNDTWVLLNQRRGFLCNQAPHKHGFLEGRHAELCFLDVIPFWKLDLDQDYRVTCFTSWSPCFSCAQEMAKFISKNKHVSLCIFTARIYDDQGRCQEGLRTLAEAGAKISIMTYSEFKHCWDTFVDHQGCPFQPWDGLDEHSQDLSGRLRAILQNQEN
#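 HeLa cells stably expressing Vif and C-terminally eYFP-tagged A3G, seeded overnight at 37 deg C, then exposed to compound by pintool overnight at 37 deg C. Rise in yellow fluorescence (Ex 488/Em 500-530, Acumen) marks blocked Vif-driven A3G degradation.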
# D1 ag – Allosteric Agonists of the Human D1 Dopamine Receptor: qHTS; D(1A) dopamine receptor (Homo sapiens), P21728; HEK293 T-REx D1 cells, calcium flux, agonist mode; activation, % at 2 µM; hit rate 1% among 360,000; AID 504660, 2011; in the data active = activation above about 30%; also: 0% is about no effect
# Target sequence (P21728 whole entry, looked up): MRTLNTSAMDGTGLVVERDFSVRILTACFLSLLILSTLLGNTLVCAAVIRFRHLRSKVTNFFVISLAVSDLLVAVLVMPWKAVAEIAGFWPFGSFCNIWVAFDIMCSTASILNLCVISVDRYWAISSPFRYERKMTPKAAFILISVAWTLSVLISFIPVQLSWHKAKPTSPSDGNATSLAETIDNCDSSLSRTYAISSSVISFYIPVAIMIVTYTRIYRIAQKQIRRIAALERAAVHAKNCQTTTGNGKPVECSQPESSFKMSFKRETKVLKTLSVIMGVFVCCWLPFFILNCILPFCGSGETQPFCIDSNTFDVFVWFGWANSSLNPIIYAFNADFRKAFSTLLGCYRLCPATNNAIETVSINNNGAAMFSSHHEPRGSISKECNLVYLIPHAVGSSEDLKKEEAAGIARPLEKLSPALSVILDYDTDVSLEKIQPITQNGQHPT
#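 Tetracycline-induced HEK293 TREx D1 cells, force-coupled to calcium signalling, were dye-loaded with a no-wash calcium kit. Compound was pin-added after a 10 s baseline. Fluorescence was read kinetically at 1 cycle/s for 180 s, with calcium rises flagged as agonism.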
# D2 potentiator – HTS Assay for Positive Allosteric Modulators of the Human D2 Dopamine Receptor: Primary Screen for Potentiators | potentiation, % at 10 µM | AID 485347, 2010 | hit rate 0.34% among 340,000 | HEK293 T-REx D2, calcium flux, EC20 dopamine potentiation | D(2) dopamine receptor (Homo sapiens), P14416;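 active = potentiation over 3 SD above the plate norm, cut at about 30% in these data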; also: 0% is about no effect
#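 Cells plated with tetracycline inducer and held overnight at 30 C; calcium dye loaded 30–90 min at room temperature; baseline taken, compound added and read 180 s; EC20 dopamine then added and read 180 s.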
# D1 PAM – Potentiators of Human D1 Dopamine Receptor: qHTS; D(1A) dopamine receptor (Homo sapiens), P21728; HEK293 TREx D1 cells, calcium flux, dopamine EC20 potentiation; potentiation, % at 10 µM; hit rate 0.036% among 360,000; in the data active = potentiation above about 30%; also: 0% is about no effect
# D1 antag – Antagonist of Human D 1 Dopamine Receptor: qHTS | D(1A) dopamine receptor (Homo sapiens), P21728 | HEK293 TREx D1 cells, calcium flux, dopamine EC80; active compounds read low | activity change, negative = inhibition, % at 10 µM | hit rate 3.2% among 360,000 | AID 504652, 2011; in the data active = activity change below about -30%; also: % is scaled to controls: 0 for no effect and ±100 for the full control effect
#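 Kinetic fluorescence of a calcium dye serves as the read-out. D1-expressing Hek293 Trex cells, induced overnight at 30 C, are exposed to compound for 180 s before an EC80 dopamine addition, then read 180 s further.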
# Active calls of the source: *; ? = inconclusive; . = no result given. Unless noted, calls follow the shape of the dose curve; as a rule, active = well fitted curve in the direction sought with a large enough effect; inconclusive = small, poorly fitted or top-dose-only effect, or another doubt; inactive = no such curve, though single readings can be large; an effect the other way counts as inactive or inconclusive. A portion of the library (hit frequency here may not be typical).
SMILES,RXFP1 antagonist,Vif-A3F inh,Glioma ERSR ind,RXFP1 ag,Vif-A3G inh,D1 ag,D2 potentiator,D1 PAM,D1 antag
Cc1cccc(N2C(=O)CC(Sc3nccc(C)n3)C2=O)c1 (centres undefined),19,2%,2%,6.6%,0%,7,14,-3,0
Cc1cn2c(=O)cc(COC(=O)c3ccc(NC(=O)C(C)Oc4ccccc4)cc3)nc2s1 (centres undefined),-4,0%,-3%,10%,-2%,14,4,1,-4
CC(C)n1c(-c2cccs2)nc2ccccc21,-4,.,-6%,2.1%,-1%,-2,2,-3,-12
Cc1ccc(S(=O)(=O)N2CCN(C(=O)C3=COCCO3)CC2)cc1C,2,-2%,2%,0.8%,0%,1,4,0,6
O=C(O)CCC(=O)Nc1ccc(C(=O)OCC(=O)c2ccc(Cl)cc2)cc1,-5,15%,1%,3.7%,0%,2,-5,2,-4
O=C1CCC(=O)N1c1ccc(-c2nc3ccccc3s2)cc1,1,6%,-10%,17%,0%,2,6,-5,.
COc1ccc([N+](=O)[O-])cc1N(CC(O)CN1CCCCC1)S(=O)(=O)c1ccccc1 (centres undefined),4,-3%,-3%,1.4%,-2%,2,-13,0,1
CCCNC(=O)c1ccc(N2CCC3(CC2)CC(c2cccc(Br)c2)=NO3)c(NC(=O)c2cccc(C)c2)c1,.,1%,-4%,1.8%,0%,7,-7,-4,-4
Cc1cc(-c2ccc(C)c(S(=O)(=O)NCCc3ccco3)c2)on1,9,12%,-3%,1.7%,0%,2,.,-2,-34*
Cc1ccc(CNc2ccc(-c3nc(-c4ccncc4)no3)cc2[N+](=O)[O-])cc1,.,-1%,-2%,1.2%,5%,19,9,-2,-18
CCOC(=O)CCCNC(=O)CSc1nnc(-c2ccccc2)c(-c2ccccc2)n1,-17,5%,-3%,-1.1%,-1%,3,1,-12,0
O=C(Cn1nnc(-c2ccccc2NC(=O)c2ccco2)n1)Nc1ccccc1,-14,-3%,-6%,6.1%,-17%,3,5,-7,-24

# Only D2 potentiator and Vif-A3F inh, for 5 of the compounds above:
Compound	D2 potentiator	Vif-A3F inh
Cc1cccc(N2C(=O)CC(Sc3nccc(C)n3)C2=O)c1 (centres undefined)	14	2%
Cc1cn2c(=O)cc(COC(=O)c3ccc(NC(=O)C(C)Oc4ccccc4)cc3)nc2s1 (centres undefined)	4	0%
CC(C)n1c(-c2cccs2)nc2ccccc21	2	.
Cc1ccc(S(=O)(=O)N2CCN(C(=O)C3=COCCO3)CC2)cc1C	4	-2%
O=C(O)CCC(=O)Nc1ccc(C(=O)OCC(=O)c2ccc(Cl)cc2)cc1	-5	15%

# More structures:
SMILES,RXFP1 antagonist,Vif-A3F inh,Glioma ERSR ind,RXFP1 ag,Vif-A3G inh,D1 ag,D2 potentiator,D1 PAM,D1 antag
Cc1ccc(-n2ncc(C(=O)N3CCN(c4cccc(C)c4C)CC3)c2C2CCNCC2)c(C)c1,.,7%,-2%,0.4%,3%,0,4,0,1
CCN(CC)C(=O)C1=C(C)N(CCCOC)C(=O)C(CC(=O)NCCN2CCOCC2)C1 (centres undefined),6,-3%,-6%,.,0%,.,.,.,.
Cn1c(=O)c2c(SCC(=O)NCC3CCCO3)nc(-c3cccc(F)c3)nc2n(C)c1=O (centres undefined),-6,-7%,-5%,3.8%,1%,-1,-4,1,-15
Cc1cc(C)c2[nH]c(O)c(N=Nc3ccc(C(=O)O)cc3)c2c1,11,-5%,0%,-3.3%,3%,8,5,.,24
COc1ccc(Br)cc1CNC(=O)C1COc2ccccc2C1 (centres undefined),-3,-1%,-1%,0.6%,2%,1,-2,0,-6
O=C(O)c1csc(Cc2ccccc2)n1,-5,17%,-2%,-0.8%,1%,-1,0,-10,-26
C#Cc1ccc([C@H]2C=C(C(=O)N3CCN(Cc4ccccc4)CC3)O[C@@H](OCc3ccc(CO)cc3)C2)cc1,.,6%,-5%,1.0%,0%,0,14,-1,-18
N#Cc1cc(N)ccc1-n1cccc1,-2,-5%,-4%,2.1%,-3%,0,1,-2,3
Cc1ccc(NC(=O)c2ccc3c(c2)S(=O)(=O)c2ccccc2C3=O)cc1S(=O)(=O)N1CCOCC1,-1,-7%,-4%,0.0%,0%,0,11,1,7
CC(=O)Nc1ccc(S(=O)(=O)Nc2c(NC3CCCCC3)c3ccccc3oc2=O)cc1,1,-5%,-2%,1.5%,-1%,6,10,-4,-18
Nc1c(Cl)c(Cl)nc(C(=O)OCC(=O)N2CCCC2=O)c1Cl,-7,-18%,3%,1.5%,-6%,3,-1,-1,19
COc1ccc(NC(=O)c2cc3c(=O)n(Cc4ccco4)ccc3nc2C)c(OC)c1,4,3%,3%,-0.1%,-7%,0,.,-4,-23

# Two entries picked at random from those above, as already listed:
SMILES,RXFP1 antagonist,Vif-A3F inh,Glioma ERSR ind,RXFP1 ag,Vif-A3G inh,D1 ag,D2 potentiator,D1 PAM,D1 antag
O=C(O)c1csc(Cc2ccccc2)n1,-5,17%,-2%,-0.8%,1%,-1,0,-10,-26
Cc1ccc(NC(=O)c2ccc3c(c2)S(=O)(=O)c2ccccc2C3=O)cc1S(=O)(=O)N1CCOCC1,-1,-7%,-4%,0.0%,0%,0,11,1,7

# Next part:
SMILES,RXFP1 antagonist,Vif-A3F inh,Glioma ERSR ind,RXFP1 ag,Vif-A3G inh,D1 ag,D2 potentiator,D1 PAM,D1 antag
CC(Oc1nc2c(c(=O)n(C)c(=O)n2C)n1C)C1CCCCC1 (centres undefined),1,-9%,-4%,.,1%,.,.,.,.
CCOC(=O)C1=C(O)/C(=C/c2cn(CC(=O)NCC3CCCO3)c3ccccc23)SC1=Nc1ccc(C)cc1 (centres undefined),0,?,-9%,.,?,.,.,.,.
Cc1nc2ccccn2c1C(=O)N/N=C/c1ccccc1Cl,-12,-12%,-3%,2.2%,2%,0,-6,-2,4
CC(=O)Nc1ccc(S(=O)(=O)NC(=O)C23CC4CC(CC(C4)C2)C3)cc1,-4,-12%,-3%,-0.6%,0%,0,0,-9,-6
CCC/C(=N\NC(=O)C1CCCC1)c1ccccc1,-6,4%,6%,-0.8%,-1%,2,.,0,12
COc1ccc(/C=C/C(=O)Nc2ccc3nc4n(c(=O)c3c2)CCCC4)cc1,-4,12%,-3%,3.0%,1%,0,23,-1,-3
CC(NC(=O)CSc1nc(=O)cc(N)n1CCc1ccccc1)c1ccccc1 (centres undefined),-13,11%,-3%,-0.2%,-6%,6,1,-8,-12
Clc1cccc(OCc2nc(-c3ccncc3)no2)c1,11,-2%,0%,0.1%,-1%,4,1,-1,.
Cc1ccc(C2=Nc3ccccc3SC(c3cccc([N+](=O)[O-])c3)C2)cc1 (centres undefined),-24,-8%,-1%,1.7%,-2%,12,.,-4,-22
CC1(C)CC(=O)C=C(NCCCNC2CCCCC2)C1,-1,-3%,3%,1.3%,-2%,-1,11,2,-9
Cc1ccc(NC(=O)c2ccc(OCc3c(C)noc3C)cc2)nc1,-4,-4%,-1%,2.4%,1%,2,-4,-3,11
CCOC(=O)c1ccccc1N/C=C1\CCCC1=O,2,-1%,1%,-0.1%,0%,2,3,3,17
Cc1nn(Cc2c(F)c(F)c(F)c(F)c2F)c(C)c1NC(=O)c1ccc(COc2ccc(F)cc2)o1,19,-2%,-4%,1.3%,1%,3,-4,-9,-1
O=C(CSc1ccccc1C(=O)O)NCc1ccc(Cl)cc1,-3,11%,-3%,1.3%,3%,4,-2,-2,11
COc1ccc(NC(=O)c2sc(NC(=O)COc3ccccc3)nc2C)cc1,17,2%,0%,0.7%,-6%,.,.,.,.
O=C(Nc1c(C(=O)c2ccccc2)oc2ccccc12)c1cc(-c2ccccc2O)n[nH]1,-12,?,6%,3.7%,-26%,9,-4,-3,12
COc1cc(C2C(C(=O)c3ccc(C)o3)=C(O)C(=O)N2c2cc(C)on2)ccc1OCc1ccccc1 (centres undefined),3,5%,-3%,17%,3%,4,3,-4,-13
Cn1c(N)c(C(=O)COC(=O)C(Cc2ccccc2)NC(=O)c2ccccc2)c(=O)n(C)c1=O (centres undefined),-8,13%,-1%,12%,0%,0,-8,-2,-14
Cc1nc2c3cnn(-c4ccccc4)c3ncn2n1,-2,0%,2%,0.1%,1%,0,-11,-2,-6
CCOC(=O)CN1C(=O)CSc2ccc(S(=O)(=O)N3CCOCC3)cc21,-2,-1%,-2%,-0.1%,4%,2,0,-10,28
CCCN1CCN(CCCNC(=O)c2cc3c(Cl)nc4ccccc4c3s2)CC1,.,-10%,?,5.1%,7%,1,9,1,5
O=C1NC(=S)S/C1=C/c1ccc(OC(=O)c2ccco2)cc1,-39,-9%,?,0.6%,-2%,11,17,-7,-30*
Cc1ccc(OCc2csc(N)n2)cc1,-2,0%,-4%,-1.5%,0%,0,-1,0,-1
CN(C)c1ccc(NC(=O)Cn2ncn3c(cc4ccccc43)c2=O)cc1,-36,-18%,-1%,-0.6%,1%,3,1,4,-2

# Arranged by value in D1 PAM (high to low): four of the compounds above
molecule,D1 PAM
CCCN1CCN(CCCNC(=O)c2cc3c(Cl)nc4ccccc4c3s2)CC1,1
Cc1ccc(OCc2csc(N)n2)cc1,0
Cc1nn(Cc2c(F)c(F)c(F)c(F)c2F)c(C)c1NC(=O)c1ccc(COc2ccc(F)cc2)o1,-9
CCOC(=O)CN1C(=O)CSc2ccc(S(=O)(=O)N3CCOCC3)cc21,-10
